# Compound activity: PubChem BioAssay, National Center for Advancing Translational Sciences (NCATS)
# DT40 TDP1 CPT = qHTS for Inhibitors of human tyrosyl-DNA phosphodiesterase 1 (TDP1): qHTS in cells in presence of CPT. chicken DT40 Tdp1-/-;hTDP1 cells + 20 nM CPT, ATP luminescence, 48 h. 420,000 compounds, 12% hits. Potency, µM (highest dose often 46.2 µM), without a hit: at the highest dose activity change, negative = growth inhibition, most hits filed as inhibitors; also: nearly all actives have a fitted effect of over 55% in size
#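 Cell growth measured by CellTiter-Glo luminescence after a minimum 48 h, 37 C compound exposure with 20 nM CPT in Tdp1-knockout DT40 cells stably expressing hTDP1, seeded 400/well; qHTS titration format.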
# N370S GC mod = qHTS Assay for Inhibitors and Activators of N370S glucocerebrosidase as a Potential Chaperone Treatment of Gaucher Disease | Lysosomal acid glucosylceramidase (Homo sapiens), P04062 | N370S GC spleen homogenate, 4MU-glucoside fluorescence | Potency, µM (doses to about 59.4 µM), for inactives: at the top dose activity change, negative = inhibition, most hits filed as inhibitors | 330,000 compounds, 0.092% hits | AID 2101, 2009;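 also: 0% = full enzyme activity and -100% = no enzyme basal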
# FEN1 inh = qHTS Assay for the Inhibitors of Human Flap endonuclease 1 (FEN1). Recombinant FEN1 flap cleavage, fluorescence, 15 min. P39748. Potency, µM (series often up to 114 µM), for the others: at the highest dose activity change, negative = inhibition, actives largely listed as inhibitors. 390,000 compounds, 0.35% hits. AID 588795, 2011; also: nearly all actives have a fitted effect of over 65% in size
# Target sequence (P39748 whole entry, looked up): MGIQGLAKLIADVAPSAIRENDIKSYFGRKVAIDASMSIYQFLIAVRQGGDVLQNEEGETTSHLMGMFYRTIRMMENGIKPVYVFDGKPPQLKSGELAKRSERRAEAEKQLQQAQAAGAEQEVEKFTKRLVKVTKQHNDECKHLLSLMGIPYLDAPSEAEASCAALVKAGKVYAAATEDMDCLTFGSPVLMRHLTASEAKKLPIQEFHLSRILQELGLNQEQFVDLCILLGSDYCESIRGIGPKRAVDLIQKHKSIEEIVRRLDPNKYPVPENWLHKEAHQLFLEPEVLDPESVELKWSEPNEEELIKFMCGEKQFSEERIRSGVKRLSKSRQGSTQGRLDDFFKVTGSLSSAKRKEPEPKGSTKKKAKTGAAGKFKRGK
#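 In this screen, 50 nM flap DNA substrate was added to 10 nM FEN1 pretreated with compound for 15 min at room temperature; cleavage was followed with reads at 0 and 15 min, and Hill fitting gave concentration–response parameters.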
# * hit, by the source's call; ? = inconclusive; · = not tested or not shown; & = joins results of further samples; ! = not active in a repeat. Calls follow the shape of the dose curve; as a rule, active = well fitted curve in the direction sought with a large enough effect; inconclusive = small, poorly fitted or top-dose-only effect, or another doubt; inactive = no such curve, though single readings can be large; an effect the other way counts as inactive or inconclusive. Unless noted, % is scaled to controls: 0 for no effect and ±100 for the full control effect; potency is read from the fitted curve at half-maximal effect. Only part of the results is shown; count on the stated rates, not on these rows.
SMILES,DT40 TDP1 CPT,N370S GC mod,FEN1 inh
COc1ccc(-n2nc3c(N4CCC(C(=O)NC5CCCCC5)CC4)nnc(C)c3c2C)cc1,13µM*!,-4%,11%&-5%
COc1ccc(C(CNC(=O)Cc2ccccc2)N2CCCCC2)cc1 (stereo unspecified),?,-18%,1%
O=C(NCc1ncc(C(F)(F)F)cc1Cl)Nc1ccccc1,5%,-5%,-6%
CN(c1cnn(-c2ccccc2)c(=O)c1Cl)n1cccc1,13%,21%,0%
Cc1ccc2c(CC(=O)Nc3ccc(S(=O)(=O)N4CCCCC4C)cc3)coc2c1 (stereo unspecified),?,·,-14%
CCOc1nc(-c2ccc(OC)cc2)ccc1-c1noc(-c2ccncc2)n1,-5%,2%,-14%
CCOC(=O)CC1(c2ccccc2)CCOC(C)(C)C1 (stereo unspecified),-4%,9%,0%
CCOC(=O)C(C)Oc1cccc2c(=O)n(CC(=O)Nc3ccc4c(c3)OCCO4)ccc12 (stereo unspecified),-16%,4%,-20%
COc1ccc(CNC(=O)CN(c2ccc(C)cc2)S(=O)(=O)c2c(C)nn(C)c2C)cc1,-22%,0%,-3%
Cc1ccc(OCC(=O)N2CCN(S(=O)(=O)c3ccc4c(c3)OCCO4)CC2)c(C)c1,-26%,·,9%
CCN1CCC2(CC1)N=C(c1ccc(F)cc1)C(=S)N2,0%,-4%,-10%
CC(=NNc1ccc([N+](=O)[O-])cn1)c1ccccc1,-7%,·,-3%
CC(C)[C@@H](CO)N(C)S(=O)(=O)c1ccccc1Br,-11%,·,-7%
Cc1cc2nc(C3CCN(CC4COc5ccccc5O4)CC3)[nH]c2cc1C (stereo unspecified),7.3µM*,-4%,-14%
CCN(CC)c1ccc(NC(=O)c2ccc(Cl)nc2)cc1,2.9µM*,-13%,3%
CSCCC(NC(=O)c1cccc(C)c1)C(=O)Nc1sccc1C(N)=O (stereo unspecified),?,-10%,-2%
NS(=O)(=O)c1ccc(NC(=O)c2cccc3cc4ccccc4nc23)cc1,5.8µM*,·,-19%
CCOC(=O)Cn1nc(C)n(-c2ccc(F)cc2)c1=O,0%,2%,2%
COc1ccc(OC)c(N(/C(N)=N/c2nc(C)cc(C)n2)S(=O)(=O)c2ccc(NC(C)=O)cc2)c1,16%,-2%,5%
COc1cccc(C=NCC(C)N=Cc2cccc(OC)c2O)c1O (stereo unspecified),-4%,-21%,11%

# 4 compounds from above, arranged by SMILES length, ascending.
SMILES,DT40 TDP1 CPT,N370S GC mod,FEN1 inh
O=C(NCc1ncc(C(F)(F)F)cc1Cl)Nc1ccccc1,5%,-5%,-6%
CC(C)[C@@H](CO)N(C)S(=O)(=O)c1ccccc1Br,-11%,·,-7%
Cc1ccc2c(CC(=O)Nc3ccc(S(=O)(=O)N4CCCCC4C)cc3)coc2c1 (stereo unspecified),?,·,-14%
COc1ccc(OC)c(N(/C(N)=N/c2nc(C)cc(C)n2)S(=O)(=O)c2ccc(NC(C)=O)cc2)c1,16%,-2%,5%

# The main list resumes, repeating the 4 entries before the break.
SMILES,DT40 TDP1 CPT,N370S GC mod,FEN1 inh
NS(=O)(=O)c1ccc(NC(=O)c2cccc3cc4ccccc4nc23)cc1,5.8µM*,·,-19%
CCOC(=O)Cn1nc(C)n(-c2ccc(F)cc2)c1=O,0%,2%,2%
COc1ccc(OC)c(N(/C(N)=N/c2nc(C)cc(C)n2)S(=O)(=O)c2ccc(NC(C)=O)cc2)c1,16%,-2%,5%
COc1cccc(C=NCC(C)N=Cc2cccc(OC)c2O)c1O (stereo unspecified),-4%,-21%,11%
Cc1c(C(=O)Nc2c(F)cc(F)cc2Br)sc2ncn(CC(=O)N3CCCC3)c(=O)c12,4%,-4%,15%
COc1cccc(Cn2c(=O)c(-c3ccccc3)nc3cnc(N4CCNCC4)nc32)c1,?,-6%,·
CCCc1nc(SCC(=O)Nc2ccccc2OC)c2c(=O)n(C)c(=O)n(C)c2n1,15µM*,-3%,-8%
CC(=O)Nc1ccc(NC(=O)c2c(C)noc2C)cc1,12%,-2%,20%
NC(=O)c1c(NC(=O)c2ccncc2)sc2c1CCCCCC2,-12%,-9%,10%
O=C(O)[C@@H]1[C@@H]2C[C@@H]2CN1c1ncccc1[N+](=O)[O-],-6%,2%,6%
OCC1(CCc2ccccc2)CCN(Cc2ccc(OC(F)F)cc2)CC1,?,11%,-11%
COC(=O)CCCC(=O)N1CCCC(C(=O)c2ccccc2SC)C1 (stereo unspecified),-3%,-4%,-2%
O=C(c1ccc(-n2cccn2)cc1)N1CCN(c2ncccc2C(F)(F)F)CC1,?,-8%,0%
O=c1[nH]c2ccccc2c(O)c1-c1ccccc1[N+](=O)[O-],?,-4%,2%
Cc1ccc(NC(=O)COc2ccc(Br)cc2CO)cc1S(=O)(=O)N1CCOCC1,?,·,3%
Cc1snc(S(=O)(=O)Cc2c(Cl)cccc2Cl)c1C#N,4%,2%,-19%
Cc1cc(N/N=C/c2cccc(Cl)c2)nc(NCc2ccccc2)n1,8.2µM*,-25%,-19%
COCCNC(=S)Nc1ccccc1Cc1ccccc1,2%,4%,-4%
Cc1cc2cc(CNC(=O)c3cccs3)ccc2[nH]1,-1%,7%,11%
CCOC(=O)Cn1c(=O)c2c(nc(Br)n2Cc2ccccc2Cl)n(C)c1=O,18µM*,-15%,1%
O=C(Nc1nnc(C2CC2)s1)c1n[nH]c(=O)c2ccccc12,-20%,2%,-2%
CC1CCCCN1C(=O)COC(=O)c1cccc(NS(=O)(=O)c2ccccc2)c1 (stereo unspecified),-13%,-25%,1%
CC(=O)Nc1ccc(S(=O)(=O)NCCC(=O)NC(C)c2cccs2)cc1 (stereo unspecified),0%,·,-6%
CC(NC=C1C(=O)OC(C)(C)OC1=O)C(=O)O (stereo unspecified),0%,1%,-5%

# A different layout for 4 compounds above.
SMILES: COc1ccc(-n2nc3c(N4CCC(C(=O)NC5CCCCC5)CC4)nnc(C)c3c2C)cc1
  DT40 TDP1 CPT: 13µM*!
  N370S GC mod: -4%
  FEN1 inh: 11%&-5%
SMILES: COc1ccc(C(CNC(=O)Cc2ccccc2)N2CCCCC2)cc1 (stereo unspecified)
  DT40 TDP1 CPT: ?
  N370S GC mod: -18%
  FEN1 inh: 1%
SMILES: O=C(NCc1ncc(C(F)(F)F)cc1Cl)Nc1ccccc1
  DT40 TDP1 CPT: 5%
  N370S GC mod: -5%
  FEN1 inh: -6%
SMILES: CN(c1cnn(-c2ccccc2)c(=O)c1Cl)n1cccc1
  DT40 TDP1 CPT: 13%
  N370S GC mod: 21%
  FEN1 inh: 0%

# Later entries
SMILES,DT40 TDP1 CPT,N370S GC mod,FEN1 inh
Cc1nc(-c2ccc(F)cc2)sc1CCNC(=O)Cc1ccc(F)cc1,?,·,-8%
C=C1C(=O)[C@@]23[C@H](O)C[C@@H]4C(C)(C)CC[C@H](O)[C@]4(C)[C@@H]2C[C@H](O)[C@@H]1[C@H]3O,3.3µM*,9%,-7%
O=C(CSc1nnc(-c2ccco2)n1Cc1ccccc1)NC(=O)NCc1ccco1,-15%,17%,-5%
COC(=O)C1C2C=CC3(CN(c4ccc(Cl)c(F)c4)C(=O)C13)O2 (stereo unspecified),14%,-13%,13%
COc1ccc(CCNC(=O)c2ccc3c(c2)N(Cc2ccc(F)cc2)C(=O)CS3)cc1OC,15µM*,·,-5%
COc1cccc(-c2cc(C(=O)O)no2)c1,-7%,·,1%
[S-]C(=Nc1ccc(Cl)cc1)N[n+]1ccccc1,?,20%,0%
CC1CN(C(=O)CCNS(=O)(=O)c2ccc(Br)cc2)CC(C)O1 (stereo unspecified),7%,-3%,8%
O=C(N=C1c2ccccc2CN1c1ccc(F)cc1)c1ccc(Cl)nc1,-14%,8%,-2%
COc1ccccc1N(CC(=O)NCCSc1ccccc1)S(=O)(=O)c1ccc(C)cc1,?,·,-5%
O=C(NCc1ccc(F)cc1)C1CCN(S(=O)(=O)c2ccc(Br)s2)CC1,-20%,-3%,-16%
CCOC(=O)c1cc(NC(=O)C2C3C=CC(O3)C2C(=O)O)cc(C(=O)OCC)c1 (stereo unspecified),-14%,-4%,-7%
CC(C)Oc1cccc(C(=O)C2CCCN(C(=O)CCc3cnn(C)c3)C2)c1 (stereo unspecified),16µM*,-10%,7%
Cc1ccc2c(c1)N(CC(=O)N1CCCCCC1)C(=O)c1cccnc1O2,8%,1%,18%
CC(C)(C)C1CCC(=NNC(=O)C2COc3ccccc3O2)CC1 (stereo unspecified),-13%,·,14%
C[C@H](NC(=O)[C@@H]1CSC2c3ccccc3C(=O)N21)C(=O)NC1CCCC1 (stereo partly specified),8%,-3%,-10%
O=C(CCCSc1ccccc1)Nc1nc(-c2ccco2)c(-c2ccco2)s1,?,-3%,?
Cc1ccccc1S(=O)(=O)/N=C(/Nc1c(C)n(C)n(-c2ccccc2)c1=O)c1ccccc1,-3%,-2%,8%
CC(C)C[C@H](NC(=O)c1nc[nH]c1C(=O)N1CCc2ccccc2C1)C(=O)OCc1ccccc1,?,?,-4%
O=C(CSc1nnnn1-c1ccc2c(c1)OCCO2)OC1CCCCC1,?,15%,-12%
CCc1cc(C(=O)N(CC)CC(=O)Nc2ccc(OC)cc2)sc1C,-17%,·,17%
O=[N+]([O-])c1ccc(Cl)c(/C=N/n2c(-c3ccncc3)n[nH]c2=S)c1,18µM*,20%,-9%
COc1ccc(Oc2nc3c(C)cccn3c(=O)c2/C=C(\C#N)C(N)=O)cc1,?,-1%,-7%
COc1cccc(C(=O)Nc2ccc(N3CCN(C(=O)c4cccs4)CC3)cc2)c1,2.3µM*,2%,-8%
CCOC(=O)c1[nH]c2c(c1Cc1ccccc1)C(=O)CC(c1ccc(Cl)cc1)C2 (stereo unspecified),16µM*,·,-26%
Cn1c(NC(=O)c2ccc(F)cc2)c(-c2cccs2)c(=O)c2ccccc21,?,5%,0%
CC1CCN(S(=O)(=O)c2ccccc2)CC1,29%,0%,-3%
OCCN(Cc1ccccc1)Cc1ccccc1F,-17%,6%,5%
COc1ccc(-c2nn(-c3ccccc3)cc2CNC[C@H]2O[C@@H](n3cnc4c(N)ncnc43)[C@H](O)[C@@H]2O)cc1,-11%,·,14%
C(=N\NC1=Nc2cccc3cccc1c23)/c1ccccc1,7%,-2%,-5%
O=C(O)c1cn(-c2ccccc2)nc1-c1ccncc1,-8%,2%,-2%
COc1ccc(N(CC(=O)Nc2cccc(C(C)=O)c2)S(=O)(=O)c2ccccc2)c(OC)c1,7.3µM*,·,-18%
O=C(Cn1c(=O)n(Cc2ccco2)c(=O)c2ccccc21)Nc1cccc(Cl)c1,?,?,20%
COC(=O)C1=C(C)NC(C)=C(C(=O)OCC2CCCO2)C1c1cccc(Br)c1 (stereo unspecified),?,?,-14%
COc1ccccc1CNC(=O)C1CCN(c2nc3ccc(Cl)cc3[nH]2)CC1,?,·,-14%
O=C(NN1C(=O)c2ccccc2NC1c1ccco1)c1ccccc1 (stereo unspecified),-5%,-4%,-10%
